mIDH1 inhibitor – blocks human mutant IDH1 R132H enzyme | Potency, µM (titrated, usually from 76.6 µM), for the others: top-dose activity change, negative = inhibition, most hits filed as inhibitors | 390,000 compounds, 0.093% hits | AID 602179 | O75874 | IDH1-R132H enzyme, NADPH consumption, diaphorase/resazurin fluorescence; further: potency means the concentration at half of the fitted maximal effect; on the % scale 0 is the no-effect control and ±100 the full control effect; nearly all actives have a fitted effect of over 65% in size
Target sequence (O75874 whole entry R132H, stated change not applied): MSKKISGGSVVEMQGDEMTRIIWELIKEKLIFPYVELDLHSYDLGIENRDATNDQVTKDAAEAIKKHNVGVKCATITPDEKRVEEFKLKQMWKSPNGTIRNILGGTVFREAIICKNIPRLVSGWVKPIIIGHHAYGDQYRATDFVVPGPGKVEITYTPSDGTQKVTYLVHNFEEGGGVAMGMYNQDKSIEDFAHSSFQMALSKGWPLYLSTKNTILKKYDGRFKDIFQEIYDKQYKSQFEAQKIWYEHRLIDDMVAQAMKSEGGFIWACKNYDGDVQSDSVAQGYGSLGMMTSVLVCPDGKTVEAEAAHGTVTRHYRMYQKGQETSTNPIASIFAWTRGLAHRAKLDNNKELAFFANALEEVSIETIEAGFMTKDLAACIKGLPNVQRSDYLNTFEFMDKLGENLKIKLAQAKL
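IDH1-R132H (0.5 ug/mL dispensed) in pH 7.5 Tris buffer was preincubated 30 min with compound, then given a substrate mix of 0.016 mM NADPH and 2 mM alpha-KG for 80 min at room temperature; remaining NADPH was read by diaphorase/resazurin fluorescence.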
TrxR1 substrate – is turned over as a substrate by rat TrxR1; purified TrxR1 substrate turnover, NADPH consumption readout; Potency, µM (top dose mostly 114 µM), without a hit: at the highest dose activity change, negative = substrate turnover; 390,000 compounds, 0.01% hits; AID 588456; further: potency means the concentration at half of the fitted maximal effect; on the % scale 0 is the no-effect control and ±100 the full control effect; nearly all actives have a fitted effect of over 50% in size
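Rat TrxR1, dispensed at 90 nM, was prereduced with 400 uM NADPH (final) for 5 min at ~22 deg C, then incubated with compound 15 min before 400 uM selenite. A first-read NADPH fluorescence drop versus no-compound background flagged substrates.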
D2 antag – antagonizes the human D2 dopamine receptor; HEK293 TREx D2 cells, calcium flux, dopamine EC80; 340,000 compounds, 2% hits; inhibition, % at 10 µM; P14416; in the data active means inhibition above about 30%; further: 0% is about no effect
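Overnight-induced (tetracycline, 30 C) HEK293 T-REx cells carrying force-coupled D2 receive a no-wash calcium dye, then compound, then EC80 dopamine at 180 s; signals are read kinetically throughout.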
TRHR ag – activates the human TRH receptor; TRHR cells, calcium flux fluo-8, FDSS agonist mode; activation, % at 2 µM; 360,000 compounds, 0.18% hits; in the data active means activation above about 30%; further: 0% is about no effect
Target sequence (P34981 whole entry, looked up): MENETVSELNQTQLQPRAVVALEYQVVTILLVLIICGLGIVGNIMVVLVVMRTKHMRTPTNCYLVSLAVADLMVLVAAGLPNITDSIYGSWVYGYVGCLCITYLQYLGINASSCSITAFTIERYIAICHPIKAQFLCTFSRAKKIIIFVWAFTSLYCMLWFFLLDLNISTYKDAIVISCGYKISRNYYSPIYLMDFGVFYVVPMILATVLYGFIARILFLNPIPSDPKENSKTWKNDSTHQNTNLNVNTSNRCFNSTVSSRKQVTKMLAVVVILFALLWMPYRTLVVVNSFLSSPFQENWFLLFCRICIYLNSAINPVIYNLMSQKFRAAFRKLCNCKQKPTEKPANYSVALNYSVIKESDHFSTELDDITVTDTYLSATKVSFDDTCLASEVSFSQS
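Fluo-8-loaded TRHR cells; 10 s baseline, compound added, kinetic Ca2+ fluorescence read 1/s, agonist mode.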
Pin1 inh – blocks the human prolyl isomerase Pin1. Pin1 FP peptide displacement, HiFluor488, 10 min. Potency, µM (highest dose often 115 µM), without a hit: at the highest dose activity, negative = inhibition, usual class: inhibitors. 390,000 compounds, 0.009% hits. AID 504891; active means well fitted inhibition curve with a large enough effect in the polarisation, with a control signal flat, not every such curve was filed as active; inconclusive means small, poorly fitted or top-dose-only effect, or effect the other way, or a change in a side signal; inactive means no such curve, though single readings can be large or run the other way; the % refers to the polarisation; further: potency means the concentration at half of the fitted maximal effect; on the % scale 0 is the no-effect control and ±100 the full control effect
Target sequence (Q13526 whole entry, looked up): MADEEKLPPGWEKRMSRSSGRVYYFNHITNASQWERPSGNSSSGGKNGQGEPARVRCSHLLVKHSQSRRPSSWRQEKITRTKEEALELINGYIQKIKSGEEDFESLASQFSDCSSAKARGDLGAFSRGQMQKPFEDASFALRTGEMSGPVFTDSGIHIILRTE
USP1 inh – USP1/UAF1 (human) deubiquitinase inhibition; recombinant USP1/UAF1, Ub-Rhodamine cleavage fluorescence; Potency, µM (titrated, usually from 57.1 µM), inactives show top-dose activity change, negative = inhibition, most hits filed as inhibitors; 390,000 compounds, 0.23% hits; further: potency means the concentration at half of the fitted maximal effect; on the % scale 0 is the no-effect control and ±100 the full control effect; nearly all actives have a fitted effect of over 60% in size; inactives centre near -12
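High-throughput fluorogenic screen: 1nM USP1/UAF1 complex, Ub-Rho substrate 150nM final, 50mM HEPES pH 7.8 with 0.5mM EDTA, 0.1 mg/ml BSA, 1mM TCEP and 0.01% Tween-20.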
D2 agonist – activates the human D2 dopamine receptor. P14416. HEK293 T-REx D2 cells, calcium flux agonist mode. activation, % at 2 µM. 340,000 compounds, 0.53% hits. AID 485358;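 active means activation over 3 SD above normal in the single-dose calcium agonist read, cut at about 30% in these data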; further: 0% is about no effect
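Agonism scored from kinetic calcium signal (1 read/sec, 180 s) following compound pin transfer, after a 10 s baseline. Cells: HEK293 Trex line expressing inducible D2 receptor coupled to calcium, dye-loaded after overnight culture at 30 C.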
TRHR PAM – allosterically enhances the human TRH receptor; P34981; enhancement, % at 2 µM; 360,000 compounds, 0.66% hits; TRHR cells, fluo-8 calcium fluorescence, EC20 TRH enhancement; AID 493056; in the data active means enhancement above about 30%; further: 0% is about no effect
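Enhancer read-out: after compound pinning and an initial kinetic agonist-mode read, an EC20 of TRH (10 nM final) was injected and fluo-8 calcium signal (Ex 480/Em 530) followed at 1 s/cycle for 100 cycles in TRHR-expressing cells.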
TrxR1 inh – inhibitors of rat thioredoxin reductase 1; O89049; recombinant rTrxR1, NADPH fluorescence consumption, selenite substrate; Potency, µM (doses to about 114 µM), for inactives: at the top dose activity change, negative = inhibition, actives largely listed as inhibitors; 390,000 compounds, 1% hits; further: potency means the concentration at half of the fitted maximal effect; on the % scale 0 is the no-effect control and ±100 the full control effect; nearly all actives have a fitted effect of over 65% in size
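Rat TrxR1 (90 nM in the dispensed reagent) was pre-reduced with 400 uM NADPH for 5 min at room temperature, then incubated with compound for 15 min. After 400 uM selenite was added, NADPH fluorescence (Ex 340/Em 450 nm) was followed for 8 min.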
Active calls of the source: *; ? = inconclusive; / = no result given; [ ] = dose if it differs, or a comment. Unless noted, the call rests on the fitted dose curve; in most records, active means well fitted inhibition curve with a large enough effect; inconclusive means small, poorly fitted or top-dose-only effect; inactive means no such curve, though single readings can be large or run the other way. These rows are one share of the data; the hit share may differ from the screen's.

item	compound	mIDH1 inhibitor	TrxR1 substrate	D2 antag	TRHR ag	Pin1 inh
1	CCCCC1CCC(C(=O)N(CCOC)c2c(N)n(CCCC)c(=O)[nH]c2=O)CC1 (stereo not drawn)	2%	7%[57.1 µM]	-11	-0.2	3%
2	Cc1ccc(S(=O)(=O)N2CCN(C(=O)c3cccs3)CC2)cc1	7%	8%[57.1 µM]	-3	0.0	0%
3	O=C1c2cccc([N+](=O)[O-])c2C(=O)N1c1c[nH]c(=O)[nH]c1=O	10%	-1%	14	0.0	1%
4	Cc1nn(-c2ccccc2)c2sc(C(=O)OCc3nnc(-c4ccccc4)o3)cc12	-8%	10%	-2	0.5	-2%
5	Cc1ccc(/C=N/N(C)C2=NS(=O)(=O)c3ccccc32)o1	/	/	-10	-0.6	/
6	O=C(COC(=O)Cc1ccsc1)Nc1ccc(Cl)c(S(=O)(=O)N2CCOCC2)c1	5%	-12%	-2	0.8	-1%
7	CC(NC(=O)c1ccc(Br)o1)c1ccc(-n2ccnc2)cc1 (stereo not drawn)	0%	-1%	/	/	-2%
8	O=C(Nc1nnc(-c2ccccc2Cl)o1)c1cc2cc([N+](=O)[O-])ccc2s1	/	/	-7	-0.3	/
9	O=C(Nc1cccc(C2=NCCN2)c1)Nc1cccc(C2=NCCN2)c1	1%	-5%	/	/	1%
10	O=C(COC(=O)c1cccnc1)Nc1cccc2ccccc12	-3%	-2%	32*	0.1	1%
11	CC1(OC(=O)CCc2ccccc2)C(=O)C=C2C=C(c3ccc(C#N)cc3)N(c3ccccc3)C=C2C1=O (stereo not drawn)	18%	-11%	-17	-0.1	10%
12	COc1ccc(Cc2[nH]n3c(=O)cc(C)nc3c2-c2ccccc2)cc1	1%	3%[57.1 µM]	0	-0.1	-8%
13	O=S(=O)(NCc1cccnc1)c1ccc(Cl)s1	-3%	-7%	/	-0.4	1%
14	CC1Nc2ccc(C(=O)NC3CCCCC3)cc2NC1=O (stereo not drawn)	2%	16%[57.1 µM]	4	0.9	?
15	Clc1ccc(Cn2cccn2)cn1	6%	-2%[57.1 µM]	5	-0.4	0%

item	USP1 inh	D2 agonist	TRHR PAM	TrxR1 inh
1	-26%	0.8	11	21%
2	-1%	-0.2	0	9%[57.1 µM]
3	-22%	0.1	30*	-3%
4	-3%	1.0	-3	18%
5	/	-2.6	-1	/
6	-12%	0.6	-1	-13%
7	?	/	/	0%
8	/	0.3	2	/
9	4%	/	/	3%
10	3%	-0.1	-8	13%
11	-14%	0.4	6	17%[57.1 µM]
12	?	-1.8	0	10%[57.1 µM]
13	-9%	/	3	-10%
14	-4%	1.1	30	20%[57.1 µM]
15	-14%	0.7	3	18%[57.1 µM]

Looked up by compound from the entries so far:
item	compound	mIDH1 inhibitor	TrxR1 substrate	D2 antag	TRHR ag	Pin1 inh
10	O=C(COC(=O)c1cccnc1)Nc1cccc2ccccc12	-3%	-2%	32*	0.1	1%
12	COc1ccc(Cc2[nH]n3c(=O)cc(C)nc3c2-c2ccccc2)cc1	1%	3%[57.1 µM]	0	-0.1	-8%
4	Cc1nn(-c2ccccc2)c2sc(C(=O)OCc3nnc(-c4ccccc4)o3)cc12	-8%	10%	-2	0.5	-2%
7	CC(NC(=O)c1ccc(Br)o1)c1ccc(-n2ccnc2)cc1 (stereo not drawn)	0%	-1%	/	/	-2%
13	O=S(=O)(NCc1cccnc1)c1ccc(Cl)s1	-3%	-7%	/	-0.4	1%

item	USP1 inh	D2 agonist	TRHR PAM	TrxR1 inh
10	3%	-0.1	-8	13%
12	?	-1.8	0	10%[57.1 µM]
4	-3%	1.0	-3	18%
7	?	/	/	0%
13	-9%	/	3	-10%

Other entries.
item	compound	mIDH1 inhibitor	TrxR1 substrate	D2 antag	TRHR ag	Pin1 inh
16	CCN(CC)P(=O)(Nc1cccc(C(F)(F)F)c1)c1ccc(N(C)C)cc1NC(=O)c1ccco1 (stereo not drawn)	3%	34%	/	-1.5	4%
17	CC(C)CCN1C(=O)c2ccc(C(=O)NCc3ccccn3)cc2C1=O	1%	6%	-1	0.0	2%
18	N#Cc1nc(-c2ccco2)oc1N1CCOCC1	7%	196%[activator]	5	0.0	3%
19	C=CCn1c(SCC(=O)NC)nc2sc3c(c2c1=O)CCC3	3%	-14%	-1	-0.9	5%
20	c1ccc(N2CCN(c3ccccc3)C2c2cccnc2)cc1	3%	-3%[57.1 µM]	-2	-0.1	0%
21	COc1ccccc1C(=O)NC(CCSC)C(=O)NNC(=O)c1csc(N2CCOCC2)n1 (stereo not drawn)	1%	11%	7	-0.2	2%
22	CC(=O)c1n[nH]nc1NC(=O)c1ccccc1	-9%	-1%	-3	-0.2	0%
23	CCc1cccc(C)c1NC(=S)N1CCCCC1c1cccnc1 (stereo not drawn)	2%	5%	-3	4.3	-1%
24	CCOc1ccc(-n2nnc3c(=O)n(CC(=O)Nc4cc(C)on4)cnc32)cc1	2%	-2%	2	0.2	12%
25	O=C(O)CCC(=O)N1CCN(c2nc(-c3ccccc3)c3cc(Br)ccc3n2)CC1	-8%	1%	7	0.0	?
26	COc1ccccc1N1CCN(C2CCCN(S(=O)(=O)c3ccc(C)cc3)C2)CC1 (stereo not drawn)	-20%	-4%	66*	1.1	6%
27	CN(Cc1ccnc2ccccc12)C(=O)C1CCC(=O)N(Cc2ccccc2F)C1 (stereo not drawn)	2%	2%	-22	0.0	-3%
28	COC(=O)c1cc(NC(=O)CSc2ncn[nH]2)ccc1Cl	-1%	1%	9	0.0	-1%
29	COc1ccccc1NC(=S)N1CCN(c2ccc(F)cc2)CC1	2%	-4%	-16	0.3	1%
30	COC(=O)CNC(=O)C1CCN(c2nc(C)cc(C)n2)CC1	7%	35%[activator]	12	0.3	-7%

item	USP1 inh	D2 agonist	TRHR PAM	TrxR1 inh
16	?	/	-7	93%[activator]
17	-7%	-0.5	2	16%
18	-8%	0.8	-4	-14%
19	-5%	-0.9	-3	-13%
20	1%	8.7	-7	2%
21	-3%	-1.6	5	7%
22	1%	0.5	-1	3%
23	-20%	8.2	5	31%
24	-10%	-0.1	0	1%
25	-29%	0.7	6	?
26	-7%	1.1	2	1%
27	0%	-1.6	-2	5%
28	-8%	1.1	0	7%
29	0%	0.3	10	8%
30	-3%	0.8	-5	23%

Continued.
item	compound	mIDH1 inhibitor	TrxR1 substrate	D2 antag	TRHR ag	Pin1 inh
31	COc1ccc(N2CCN(C(=O)CCCCCn3c(=O)[nH]c4ccsc4c3=O)CC2)cc1	0%	1%	/	0.0	-3%
32	Cc1ccc(C(=O)NCCN2CCN(C(=O)c3ccc(C)c(C)c3)CC2)cc1C	-6%	7%	-8	0.5	-3%
33	CCOC(=O)C1=C(COC(=O)COc2ccc(C(C)=O)cc2)NC(=O)NC1C (stereo not drawn)	4%	0%	-2	0.5	-4%
34	N#C/C(=C/c1ccc(N2CCCCCC2)o1)c1cccc(F)c1	4%	-5%	/	1.4	?
35	COc1cc2oc(=O)c(CC(=O)N3CCCCC3)c(C)c2cc1Cl	4%	25%	/	0.1	3%
36	CC(OC(=O)Cc1ccc(Br)cc1)C(=O)NC1CCCCC1C (stereo not drawn)	6%	0%	1	2.4	3%
37	CC(C)n1c(Nc2ccccc2)nc2ccccc21	3%	-6%[57.1 µM]	/	0.4	-1%
38	COc1cccc(-n2c(C)c3c(OC)cccc(=O)c3c2C)c1	-6%	7%[57.1 µM]	-10	1.6	6%
39	CCCC(=O)NCCc1nc2ccccc2n1CC(=O)c1ccccc1	10%	-11%	-8	-0.1	-2%
40	O=C(NCCc1ccccc1)c1ccc2c(c1)N(Cc1ccccc1)C(=O)c1ccccc1S2=O (stereo not drawn)	3%	-5%	/	0.8	69%[activator]
41	Cc1ccc(-c2nc(CCNC(=O)c3ccco3)cs2)cc1	3%	-1%	4	-0.7	2%
42	O=C1CCCN1CC(CN1CCOCC1)Sc1nc2ccccc2c(=O)n1-c1ccccc1 (stereo not drawn)	2%	-7%	0	-0.1	-1%
43	CN(C)CCCn1c(SCc2ccc(Cl)cc2)nnc1-c1ccncc1	8%	17%	-4	0.2	-13%
44	O=S(=O)(c1ccccc1)c1nnn2c1nc(NCc1cccs1)c1sccc12	-4%	2%	/	1.2	8%
45	COc1ccc(-c2cc(C(F)(F)F)n3ncc(C(=O)Nc4c(C)n(C)n(-c5ccccc5)c4=O)c3n2)cc1	/	/	-3	0.2	/
46	COCCCNc1nc2nonc2nc1NCCSC	21%	-15%	-1	0.3	-8%
47	Cc1cccc(NC(=O)CCC(=O)c2cccs2)n1	5%	-3%	-3	0.0	-4%
48	O=C(NCCCCCCNC(=O)OC1CCS(=O)(=O)C1)OC1CCS(=O)(=O)C1 (stereo not drawn)	2%	11%[57.1 µM]	5	2.1	-1%

item	USP1 inh	D2 agonist	TRHR PAM	TrxR1 inh
31	-1%	/	24	19%
32	-12%	0.2	-1	19%
33	-5%	-0.2	2	16%
34	25µM*	/	-13	?
35	-18%	0.3	4	20%
36	-9%	0.8	-5	13%
37	-14%	/	-1	-7%[57.1 µM]
38	-10%	1.3	-8	16%[57.1 µM]
39	-16%	0.3	-2	-2%
40	-19%	/	1	9%
41	-8%	-0.1	-4	4%
42	2%	-0.5	-7	-11%
43	-18%	1.2	4	40%
44	2%	0.3	3	6%
45	/	0.3	-10	/
46	-17%	-0.3	0	-24%
47	-14%	0.2	-12	-5%
48	-18%	-0.1	1	11%[57.1 µM]
